PAX8 reporter: lowers PAX8-driven luciferase in RMG-I cells; RMG-I TPO-luciferase reporter, SteadyGlo, 24 h; inhibition, % at 12.6 µM; actives 1.2% (n = 360,000); AID 652154;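 active = mean replicate inhibition at least 60% with every replicate also reaching 60%; inconclusive = only one of the two criteria is met; inactive = mean below 60% and not all replicates reaching 60%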;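 note: luciferase light reporting Pax8 driven TPO promoter activity; plate controls were median of neutral control wells for no effect and mitoxantrone controls for full effect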
miR-122 sensor: blocks miR-122 activity in Huh7 sensor cells; Huh7 miR-122 Renilla luciferase sensor, 48 h; neutral wells = 0, positive control = 100; activation (reporter increase), % at 12.5 µM; actives 0.3% (n = 340,000); AID 602342;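 active = mean replicate activation score at least 90 and every replicate individually at or above 90; inconclusive = only one of the two criteria met; inactive = neither criterion met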;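 note: higher luciferase means less miR-122 activity so hits act as miR-122 inhibitors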
FN deposition inh: fibronectin deposition inhibition. AH1F fibroblasts, Alexa488-fibronectin deposition fluorescence, overnight. inhibition, % at 12.6 µM. actives 0.086% (n = 350,000). AID 743247;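 active = mean inhibition across replicates of 30% or more, regardless of how many single replicates reach that level; inconclusive = mean under 30% yet at least half of replicates reach 30%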;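 note: positive control wells lacked labelled fibronectin entirely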
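Material: AH1F fibroblast monolayer depositing Alexa488-labelled fibronectin into matrix | Input: 10000 AH1F cells/well | Medium: DMEM plus 2% serum, read in PBS | Reagent: Alexa488-fibronectin, 24 nM final in well | Compound dosing: One dose per compound, pinned | Schedule: 1 h adhesion, overnight exposure | Measured by: Fluorescence at 485 nm excitation, 525 nm emission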
F508del corr: correctors of CFTR F508del function in bronchial epithelial cells. AID 720511. CFBE cells, YFP halide quenching; stimulated with forskolin plus potentiator P3; % fluorescence drop versus neutral controls. activity (quench increase), % at 7.58 µM. actives 0.36% (n = 350,000);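 active = mean added fluorescence quench of at least 8% versus neutral control, with both replicates also reaching 8%; inconclusive = only one of the mean or replicate conditions met; inactive = mean below 8% and not both replicates reaching 8%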;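 note: cells transiently co-express mutant CFTR-F508del with the halide-sensitive YFP; corrector assay measuring rescue of mutant channel to the surface after 24 h compound exposure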
GSIS activator: GLuc luminescence reporter in INS-1E cells, primary screen for activators of glucose-dependent secretion of insulin. INS-1E GLuc reporter insulin secretion, 2-3 h. activation, % at 16.6 µM. actives 0.61% (n = 370,000);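 active = lowest replicate activation of at least 40%, so every replicate reaches that level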;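 note: 0% = median of neutral control wells and 100% = median of IBMX positive control wells; some compounds called inactive have numbers as strong as hits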
EWS-Fli inh: EWS/Fli transcriptional activity inhibition | inhibition, % at 12.6 µM | actives 0.67% (n = 350,000) | AID 651661 | A673 NR0B1-luciferase reporter, viability-normalised;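 active = mean inhibition of at least 50% after viability correction, with every replicate also passing that limit; inconclusive = mean reaches 50% but only one of two replicates passes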;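 note: firefly luciferase signal divided by Alamar Blue viability fluorescence both relative to DMSO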
DENV2 CPE: inhibitors of DENV2 cytopathic effect | DENV2-infected cells, cytopathic effect rescue, plate reader | CPE inhibition, % at 9.99 µM | actives 1.7% (n = 350,000) | AID 651640; in the data active = CPE inhibition above about 20%, passing the limit was not always enough; inconclusive = no clear call, values can overlap the other calls; tested in BHK-21 cells;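 note: 0% = median of neutral control wells and 100% = median of positive control wells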
Starred values were filed as active, the others as inactive; ? = inconclusive; / = not tested or not shown; [ ] = another dose, or the depositor's remark.

SMILES	PAX8 reporter	miR-122 sensor	FN deposition inh	F508del corr	GSIS activator	EWS-Fli inh	DENV2 CPE
COc1ccc(C#Cc2ccc3c(c2)[C@H]2[C@H](CCN2C(=O)c2cccc(F)c2)[C@@H](CO)N3)cc1	5	13[16.7 µM]	-8	-1.4	-1	-2	?
C/C(=N\NC(=O)C1CCCC1)c1ccc(NC(=O)C(F)(F)F)cc1	-9	-1	-2	1.6	-2	-4	?
CCOC(=O)C(C)N1C(=O)S/C(=C\c2ccc(-c3ccccc3C(=O)O)o2)C1=O (stereo not drawn)	0	-1	-4	-2.2	-18	-7	-3
O=C(Nc1ccc(CN2CCOCC2)cc1)c1cc(Br)ccc1Cl	-13	/	1	1.1	9	-12	1
Cc1nc(CCNC(=O)CC2C(=O)NCCN2Cc2ccccc2F)sc1C (stereo not drawn)	8	0	-4	3.1	3	9	-1
Oc1c(N=NC(=S)Nc2ccccc2F)c2ccccc2n1Cc1ccccc1F	13	-1	-7	-3.6	17	34	-3
CO[C@H]1CN(C)C(=O)c2cc(NC(=O)CC(F)(F)F)ccc2OC[C@H](C)N(C(=O)c2ccccc2F)C[C@H]1C	-1	/	6	-3.4	9	/	-1
Cn1ncc(C#N)c1/N=C/N1CCOCC1	-11	0	3	/	/	/	/
Cc1cc(C)nc(SCc2c(F)cccc2Cl)n1	-22	-12	3	-0.8	1	-1	0
Cn1c(=O)c2c(nc(SCC(=O)NCC3CCCO3)n2Cc2ccc(F)cc2)n(C)c1=O (stereo not drawn)	-5	-3	-2	0.9	9	1	3
O=C(COC(=O)c1cccnc1Cl)NCc1ccc(F)cc1	-5	-2	-1	-2.9	8	3	3
O=C(CSc1ccccc1)OCC(=O)N1CCN(C(=O)c2ccco2)CC1	8	/	-4	-3.2	0	-1	5
CN(CCOc1ccccc1)C(=O)CCc1c[nH]c2ccccc12	-7	-2	3	-0.9	-1	7	2
O=C(Nc1ccc2c(c1)OCO2)N[C@@H]1CC[C@H](CCNC(=O)C2CC2)O[C@@H]1CO	6	5[16.7 µM]	-1	0.4	9	3	-18
O=C(COC(=O)c1ccc(F)cc1Cl)NCc1ccco1	-13	0	6	-0.2	-5	0	-6
O=S(=O)(NC[C@H]1N[C@@H](CO)[C@H]1c1ccc(C2=CCCC2)cc1)c1ccccc1	-4	43[16.7 µM]	-15	-0.1	13	4	32*
COc1ccc2c3c(n(C)c2c1)[C@H](CO)N(C(C)=O)CC31CCN(C(=O)c2cnccn2)CC1	/	/	2	2.1	23	1	5
CC(=O)Nc1cc(C(=O)OC(C(=O)c2ccccc2)c2ccccc2)ccc1C (stereo not drawn)	1	8	-3	/	/	/	/
C=CCOc1ccc(C2=NOC(C(=O)Nc3ccc4c(c3)OCCO4)C2)cc1OC (stereo not drawn)	-2	2	/	0.2	-23	3	-5
Cc1ccc2sc(NC(=O)c3cccc(N4C(=O)CCC4=O)c3)nc2c1C	-4	/	3	-1.6	-5	/	?
O=C(NCC[C@@H]1CC[C@H](NC(=O)C2CCCC2)[C@H](CO)O1)Nc1ccc(Cl)cc1	-25	0[16.7 µM]	-4	-1.4	-26	-45	2
Cc1ccc(-c2nc(CSc3nc4ccccc4c(=O)n3CCO)cs2)cc1	21	/	5	/	2	-7	5
Cc1ccc(-c2cc(C(=O)Nc3cc(C)on3)c3ccccc3n2)c(C)c1	-21	2	19	-2.3	-2	6	-5
O=C(CSc1ccc(-c2ccco2)nn1)Nc1ccc(F)cc1	4	/	7	3.2	-6	4	-5
CN(C)CCN(C(=O)c1ccc(S(=O)(=O)N(C)c2ccccc2)cc1)c1nc2cc3c(cc2s1)OCO3	-16	-6	/	-0.2	-6	-20	-2

(more compounds)
SMILES	PAX8 reporter	miR-122 sensor	FN deposition inh	F508del corr	GSIS activator	EWS-Fli inh	DENV2 CPE
C[C@@H]1CCCCO[C@H](CN(C)C(=O)CCCN(C)C)[C@H](C)CN([C@@H](C)CO)C(=O)c2cc(NS(=O)(=O)c3cccs3)ccc2O1	2	7[16.7 µM]	/	-0.5	1	-14	-12
O=C(CCNC(=O)c1ccccc1Cl)NCCc1ccc(Cl)cc1	18	4	-3	-1.6	-9	9	-1
Cc1ccnc(NC(=O)c2cccc(NC(=O)CC3SC(N4CCCCC4)=NC3=O)c2)c1 (stereo not drawn)	-21	-8	0	2.1	/	-27	?
COCCCn1c(SCC(=O)NC2CCCCC2)nc2ccccc2c1=O	-11	/	6	-3.9	1	-8	11
CCOC(=O)C1CCCN(S(=O)(=O)c2ccc3c(c2)CC(C)N3C(=O)C2CC2)C1 (stereo not drawn)	4	2	9	0.4	-4	/	3
O=C(N[C@H]1CC[C@H](CCNC(=O)c2cnccn2)O[C@@H]1CO)c1ccc2c(c1)OCO2	0	-5[16.7 µM]	-6	-0.3	-8	1	3
CC(Oc1ccccc1)C(=O)N=C1SC2CS(=O)(=O)CC2N1Cc1ccc(F)cc1 (stereo not drawn)	2	-6	9	3.1	-35	0	1
Cc1c(F)cccc1NS(=O)(=O)c1ccc2c(c1)c(=O)n(C)c(=O)n2C	5	11	/	/	-12	11	3
C=CC[C@@]1(C(=O)N2CCCCC2)N=C(c2ccc(OCCCO)cc2)O[C@@H]1c1ccccc1	4	/	/	-3.2	/	14	?
Cc1ccc(S(=O)(=O)NCC(=O)NCC2CCCCC2)cc1C	11	-2	4	0.4	5	2	15
CCCCCN(C(=O)CCC(=O)OCCOc1ccccc1)c1c(N)n(CCCC)c(=O)[nH]c1=O	17	/	-7	-1.3	-31	8	1
COc1ccccc1-n1c(CNC(=O)c2ccco2)nnc1SCC(=O)Nc1cc(C)ccc1C	-23	3	-1	/	/	/	/
CC1(C)CC2CC(C)(CN2C(=O)COC(=O)c2cccc([N+](=O)[O-])c2)C1 (stereo not drawn)	-9	/	-2	1.8	/	-9	-5
CC(NC(=O)c1cccc(S(=O)(=O)N2CCN(Cc3ccccc3)CC2)c1)c1ccc(Cl)cc1 (stereo not drawn)	9	-1	10	-1.6	-13	8	-3
CC(=O)Nc1ccc(NC(=S)NC(=O)C2CCCC2)cc1	-42	1	/	0.1	-2	/	-9
C[C@H](CO)N1C[C@H](C)[C@@H](CN(C)S(C)(=O)=O)Oc2ncc(C#CCN(C)C)cc2C1=O	/	-6[16.7 µM]	-4	-1.4	6	-12	1
COc1ccc2oc(-c3ccncc3)cc(=O)c2c1	-123	/	6	1.2	53*	-29	2
C[C@@H]1CN([C@H](C)CO)C(=O)Cc2cc(NC(=O)Nc3cccc4ccccc34)ccc2O[C@@H]1CN(C)C(=O)Nc1ccc2c(c1)OCO2	-13	9[16.7 µM]	/	-1.2	5	-9	0
Cc1ccc(C)c(NC(=O)c2cc3ccccc3o2)c1	-95	5	1	/	/	-84	3
COc1ccc(NC(=O)/C(=C\c2cccs2)NC(=O)c2ccco2)cc1	5	19	12	1.8	1	4	-6
CCCNC(=O)C[C@@H]1CC[C@@H]2[C@@H](COc3ccc(NC(=O)c4cc(F)cc(F)c4)cc3C(=O)N2C)O1	19	0[16.7 µM]	14	-1.2	-1	4	3
O=C(c1cc(N2C(=O)C3C4CCC(C4)C3C2=O)ccc1Cl)N1CCN(c2ccccc2)CC1 (stereo not drawn)	17	/	-1	/	-11	/	/
Cc1ccc(S(=O)(=O)NCC[C@H]2CC[C@@H](NC(=O)CC3CC3)[C@@H](CO)O2)cc1	-7	/	-4	0.2	4	-1	2
CCCCNC(=O)Cn1cnc2ccc(S(=O)(=O)N3CCC(C)CC3)cc2c1=O	7	-3	-6	-1.8	3	4	-4
CO[C@@H]1CN(C)C(=O)c2ccc(NS(C)(=O)=O)cc2OC[C@H](C)N(C(=O)CC2CC2)C[C@@H]1C	/	-4[16.7 µM]	-9	-1.7	-2	-2	-7

Continuation.
SMILES	PAX8 reporter	miR-122 sensor	FN deposition inh	F508del corr	GSIS activator	EWS-Fli inh	DENV2 CPE
CCN(CC)CCCNc1cc(C(F)(F)F)c(C#N)c2nc3ccccc3n12	8	-4	5	1.5	-12	1	6
O=C(NCCN1CCN(c2ccccc2)CC1)Nc1cccc(Cl)c1	9	-2	2	0.1	-24	6	8
CN(CCc1ccccn1)Cc1ccc(Cl)cc1Cl	/	-5	4	/	15	/	/
C(=Cc1c[nH]c2ccccc12)c1ccc2ccccc2n1	49	21	-43	3.0	/	67*	-2
O=C(C1CCCN(Cc2cc(Br)ccc2O)C1)N1CCCCC1 (stereo not drawn)	8	2	-1	0.2	9	4	10
Cc1ccc(NC(=O)CSc2nnc3c(n2)[nH]c2ccccc23)cc1	-1	/	2	0.3	7	0	0
CC(=O)NCc1ccc(S(=O)(=O)N/N=C/c2ccc(N(C)C)cc2)cc1	-8	/	10	/	13	-5	0
CC(C)n1c(N2CCN(S(=O)(=O)c3cccc([N+](=O)[O-])c3)CC2)nc2ccccc21	16	-15	4	-1.6	-18	12	-4
CCC(=O)Nc1nnc(-c2ccco2)o1	8	4	1	-0.7	-1	11	3

Assay outcomes from PubChem.

Rows were taken by chance. Share with any hit: about 3.9%.
